From PubChem BioAssay
Ecoli viability = E. coli V3065 growth inhibition, primary screen, counter-screen for AddAB inhibitor project, absorbance, OD600. 18 h. inhibition, % at 11.9 µM. actives 0.27% (n = 330,000). AID 449728, 2010;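 active = inhibition above the campaign's mean inhibition across all tested compounds plus 3 SD, cut at about 9.9% in these data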;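 note: uninfected addAB+ strain grown without phage in ampicillin broth; 0% = DMSO wells and 100% = ciprofloxacin 0.95 µg/ml wells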
OPRM1-OPRD1 inv = inverse agonists of MOR-DOR heterodimerization, primary screen, cell-based, luminescence | actives 0.21% (n = 340,000) | cell-based MOR-DOR heterodimer luminescence, inverse agonism | inhibition, % at 9.3 µM | Mu-type opioid receptor (Homo sapiens) + Delta-type opioid receptor (Homo sapiens), … | AID 504357, 2011; in the data active = inhibition above about 22%, passing the limit was not always enough;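 note: 0% = cells with DMSO and 100% = wells without cells with DMSO; values of inactives mirror those of a sister screen read the other way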
Target sequence (P35372 whole entry, looked up): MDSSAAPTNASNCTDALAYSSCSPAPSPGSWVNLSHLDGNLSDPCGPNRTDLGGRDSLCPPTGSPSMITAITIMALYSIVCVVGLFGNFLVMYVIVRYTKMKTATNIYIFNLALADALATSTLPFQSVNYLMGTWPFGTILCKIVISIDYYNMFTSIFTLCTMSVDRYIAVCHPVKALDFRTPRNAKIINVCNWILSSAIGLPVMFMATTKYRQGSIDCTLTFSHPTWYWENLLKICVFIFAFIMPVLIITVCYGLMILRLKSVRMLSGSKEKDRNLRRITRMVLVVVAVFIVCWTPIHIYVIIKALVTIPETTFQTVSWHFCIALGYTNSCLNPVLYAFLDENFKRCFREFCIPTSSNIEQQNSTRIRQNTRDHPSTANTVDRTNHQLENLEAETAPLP
Target sequence (P41143 whole entry, looked up): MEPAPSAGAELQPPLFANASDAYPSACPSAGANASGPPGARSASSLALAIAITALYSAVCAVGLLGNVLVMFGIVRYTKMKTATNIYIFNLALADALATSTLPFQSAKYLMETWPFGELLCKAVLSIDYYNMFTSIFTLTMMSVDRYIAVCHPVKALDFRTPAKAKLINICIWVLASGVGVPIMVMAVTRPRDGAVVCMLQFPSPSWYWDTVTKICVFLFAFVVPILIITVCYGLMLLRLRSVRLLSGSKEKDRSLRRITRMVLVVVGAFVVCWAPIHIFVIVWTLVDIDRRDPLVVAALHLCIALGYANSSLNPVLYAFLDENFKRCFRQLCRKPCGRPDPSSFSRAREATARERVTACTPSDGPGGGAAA
PKA-R1A activ = activators of PKA-R1A holoenzyme, primary screen, biochemical, fluorescence polarization, Cy5-IP20, bovine R1A, mouse PKAc. PKA-R1A dissociation; scaled: DMSO 0%, 113 µM cGMP 100%. actives 0.083% (n = 340,000). cAMP-dependent protein kinase type I-alpha regulatory subunit (Bos taurus) + …. AID 504707, 2011. activation, % at 11.4 µM;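 active = percent activation above the mean of all tested compounds plus 3 SD, cut at about 19% in these data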;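 note: higher means more PKAc released from R1A so a rise in polarization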
Arr AP2 block = inhibitors of beta-arrestin/AP2 binding, primary screen, biochemical, GPCR trafficking, flow cytometry; inhibition, % at 10 µM; FITC-arrestin peptide / GST-AP2 beads; AP2 beta2 appendage carries R879A mutation; beta-arrestin 1 C-terminal peptide binding to AP2 beta2-adaptin appendage (human); AID 504490, 2011; actives 0.31% (n = 340,000);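 active = inhibition above a set limit, near 3 SD of compounds lacking own fluorescence, cut at about 54% in these data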;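 note: plate controls were DMSO wells for no effect and 5 µM unlabelled arrestin peptide for full effect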
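System: GST-AP2 R879A glutathione beads. Medium: PBS with 0.05% Tween 20 and 0.1% BSA. Also added: FITC-arrestin peptide, 50 nM. Incubation: 12 min plus 1 h, RT. Measured by: high-throughput flow cytometry of beads, ex 488, em 535 nm. Evaluation: percent drop in bead-associated FITC signal.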
phage Ecoli inh = growth loss of phage-infected E. coli, primary screen, RecBCD inhibitor project, absorbance, with phage, HTS | inhibition, % at 11.9 µM | actives 0.26% (n = 360,000); in the data active = inhibition above about 11%
Pemphigus Ab inh = inhibitors of pemphigus antibody binding to DSG3, primary screen, biochemical, bead-based, flow cytometry, scFv-GFP; Desmoglein-3 (Homo sapiens), P32926; DSG3-coupled beads, scFv-anti-DSG3-GFP binding; stronger effect = lower value; binding (percent of control), % at 10 µM; actives 0.48% (n = 310,000); AID 588358, 2011;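 active = binding more than 3 SD below its plate's average and above zero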;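 note: hits lower antibody fragment binding to DSG3; some compounds called inactive have numbers as strong as hits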
SUMO Mot1 rescue = yeast Mot1-301 growth rescue at high temperature, primary screen, SUMOylation pathway inhibitor project, S. cerevisiae, ATP luminescence, 38.5C. actives 1% (n = 320,000). growth rescue, % at 18.8 µM. S. cerevisiae Mot1-301 growth rescue; percent above DMSO median, 100 means doubled;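 active = every valid replicate shows activation above 250% relative to neutral control wells; inactive = the rest, any valid replicate at or below 250%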;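 note: OY570 slx delta 5 strain wells were the positive control but not used for scaling; some compounds called inactive have numbers as strong as hits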
MOR-DOR ag = agonists of OPRM1-OPRD1 heterodimerization, primary screen, cell-based, luminescence; Mu-type opioid receptor (Homo sapiens) + Delta-type opioid receptor (Homo sapiens), …; cells; activation, % at 9.3 µM; actives 0.3% (n = 340,000); in the data active = activation above about 18%;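 note: 0% = vehicle-treated cells and 100% = reference agonist; values of inactives mirror those of a sister screen read the other way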
AddAB inh = growth inhibition of E. coli expressing H. pylori AddAB, primary screen, AddAB inhibitor project, absorbance | inhibition, % at 11.9 µM | actives 0.29% (n = 330,000) | AID 435030, 2010; in the data active = inhibition above about 12%;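 note: 0% = vehicle wells of infected cells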
Tat transport = E. coli Tat export inhibitors, primary screen, MC4100, TorA-mCherry reporter, fluorescence, single point; inhibition, % at 10 µM; AID 488895, 2010; actives 0.036% (n = 340,000);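 active = mean replicate inhibition at least 50% and at least half of replicates individually reaching 50%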;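 note: exported cargo escapes ClpAP degradation while cytoplasmic cargo is degraded and loses fluorescence; 0% = median of neutral control wells and 100% = median of NaSCN control wells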
PfHsp90 yeast 2 = growth inhibition of PfHsp90-expressing yeast, primary screen, antimalarial PfHsp90 inhibitor project, S. cerevisiae, BacTiter-Glo luminescence, single point, set 2; BacTiter-Glo ATP, 48 h; yeast lacking PDR1 and PDR3 efflux regulators; inhibition, % at 9.4 µM; actives 0.32% (n = 310,000); AID 504621, 2011;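 active = every replicate shows inhibition above about 80%, whatever the replicate mean, limit read from the data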;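 note: 0% = DMSO neutral controls and 100% = 20 µM radicicol positive controls; yeast relying on Plasmodium falciparum Hsp90 in place of its own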
Numbers without * were called inactive; x = not tested or not shown. Outcome played no part in choosing rows. About 2.8% of those tested had a hit in this group.

SMILES	Ecoli viability	OPRM1-OPRD1 inv	PKA-R1A activ	Arr AP2 block	phage Ecoli inh	Pemphigus Ab inh	SUMO Mot1 rescue	MOR-DOR ag	AddAB inh	Tat transport	PfHsp90 yeast 2
COc1ccc(OCC(=O)Nc2nonc2NC(=O)COc2ccc(OC)cc2)cc1	3.1	-1	9	-10	2.8	95	-20	0.1	-0.5	5	-1
Cc1cc(NS(=O)(=O)c2ccc(NC(=O)CN3C(=O)NC(C)(c4ccccc4)C3=O)cc2)nc(C)n1 (stereo unspecified)	2.0	10	-7	20	5.3	106	15	-1.9	0.7	-1	x
CCc1nnc(NC(=O)CSc2nc3cc(OC)c(OC)cc3cc2C)s1	0.5	6	-4	30	1.9	101	-3	-1.1	1.7	1	-7
O=C(CN1CCN(Cc2ccc3c(c2)OCO3)CC1)NCC(F)(F)F	-3.2	4	3	-3	4.4	106	-2	-0.7	-1.5	6	-22
Clc1ccc(Cc2nc(-c3cccnc3)no2)cc1	-0.3	11	-3	-11	0.6	99	-18	-2.1	-4.2	2	9
CCC(C)(C)c1ccc(OCCCC[n+]2ccccc2)c(C(C)(C)CC)c1	-1.4	2	0	-2	6.9	90	290*	-0.3	-1.1	22	-36
Cc1ccnc(NC(=O)COc2ccc3c(c2)CCC3)c1	1.6	-13	-5	-2	2.6	95	1	2.0	-0.3	1	-26
COc1ccccc1NC1=NC(CO)(CO)CS1	-1.9	x	x	-4	2.8	97	-8	x	-3.1	x	x
c1ccc(CSc2ccc(-c3ccco3)nn2)cc1	1.9	5	-2	1	3.2	127	x	-1.0	1.0	1	-5
CN(Cc1ccccc1)C(=O)N[C@@H](Cc1ccccc1)C(=O)O	2.2	12	-4	-7	2.6	99	-13	-2.2	3.3	-3	-12
Cc1ccccc1/[N+]([O-])=C/c1cccs1	0.4	8	5	-4	3.0	101	-5	-1.1	2.6	-1	-2
Cc1cccc(NC(=O)NCc2cccnc2)c1C	2.1	12	1	9	0.8	98	5	-2.3	1.2	9	3
COc1ccc(S(=O)(=O)N2CCN(C(=O)NCc3ccc(C)cc3)CC2)cc1	-0.1	8	3	-17	1.5	112	119	-1.6	2.0	-5	16
CCCc1nnc(NC(=O)CCC(=O)N2CCN(CCn3c(C)ccc3C)CC2)s1	-1.0	5	7	1	0.0	96	-19	-0.8	-2.9	-2	7
CC(O)c1nc2ccccc2n1Cc1ccccc1 (stereo unspecified)	-1.5	-7	4	54*	1.8	110	5	1.2	-0.3	3	-8
Cc1ccc([N+](=O)[O-])cc1N=C1C(=O)Nc2ccccc21	-0.5	50*	-5	1	3.3	97	9	-11	1.6	-4	18
COc1ccc2nc(SCC(=O)Nc3ccccc3OC)[nH]c2c1	-2.7	16	6	8	1.5	x	4	-3.3	-2.5	-1	-7
CC(C)(C)S(=O)N1Cc2cc(CO)cc(-c3ccccc3)c2[C@@H]1CCO (stereo partly specified)	x	11	-2	13	2.1	111	x	-2.3	x	-2	16
O=S1(=O)CCC(=Nc2ccc(Cl)cc2)c2ccsc21	2.1	-3	-11	11	2.0	101	x	0.6	1.4	11	-4
COc1cc(C(=O)N2CCN(c3ccccn3)CC2)cc(OC)c1OC	2.1	11	7	13	1.8	114	8	-2.2	3.2	-6	-29
Cc1ccc(/C=C(/C#N)C(=O)NC(C)c2ccccc2)o1 (stereo unspecified)	0.7	7	9	2	5.4	74	-10	-1.3	-0.7	-3	-4
CC(=O)N1c2ccc(S(=O)(=O)NCCC(=O)NCc3ccc(Cl)cc3)cc2CC1C (stereo unspecified)	-0.1	8	3	4	-0.6	100	-9	-1.6	3.7	-3	-17
O=C(Nc1ccnn1C1CCN(Cc2ccccc2OC(F)F)CC1)c1cccnc1	-2.4	8	-10	-7	-0.4	x	2	-1.5	3.7	-8	4
O=C(Nc1ccncc1)C1CC1c1ccccc1 (stereo unspecified)	-0.3	0	-8	0	3.4	98	-6	0.1	2.1	-5	5
COc1ccc(C2=Nc3nc(-c4ccccc4)cn3C(c3ccc(OC)cc3)C2)cc1 (stereo unspecified)	x	-6	-6	-9	2.8	102	x	0.9	x	-7	3
O=C(O)c1cccc(NC(=O)c2cccc(S(=O)(=O)Nc3cccc([N+](=O)[O-])c3)c2)c1	-1.5	17	-7	0	2.0	98	419*	-3.1	-0.4	8	12
O=C(/C=C/c1ccc(S(=O)(=O)N2CCOCC2)cc1)NC(CO)C(O)c1ccc([N+](=O)[O-])cc1 (stereo unspecified)	-2.0	17	-10	40	0.5	92	5	-3.5	1.2	0	4
CS(=O)(=O)N(CC(=O)N1CCN(c2ccccc2F)CC1)c1cc(C(F)(F)F)ccc1Cl	-0.9	4	-4	14	x	103	8	-0.7	1.6	5	-2
Cc1cc(C)cc(Oc2coc3cc(OC(=O)c4cccnc4)ccc3c2=O)c1	1.0	-118	8	-1	3.9	110	24	22*	0.5	-1	-7
CC1(CC(=O)O)SC(=O)NC1=O (stereo unspecified)	-3.3	4	-4	1	-1.1	81	-10	-0.9	5.5	-2	x
COc1ccc(-n2cc(-c3ccccc3)nc2SC)cc1	0.4	-40	-12	2	2.2	84	12	6.3	2.6	3	22
COc1ccc(N(CC(=O)Nc2ccccc2C)S(=O)(=O)c2c(C)[nH]c(=O)[nH]c2=O)cc1	5.3	13	3	1	0.1	88	-4	-2.7	2.3	-4	-8
Cc1ccc2c(c1)-c1cc(C)nn1C(c1sccc1C)N2 (stereo unspecified)	-1.7	1	5	5	2.3	98	-1	-0.2	-1.9	-5	10
CCCC(=O)N1CCN(C2=NS(=O)(=O)c3ccccc32)CC1	0.3	-11	2	2	1.3	101	137	2.1	0.7	-1	1
O=C(N/N=C/c1cc2c(cc1Br)OCO2)c1ccccn1	-0.2	x	x	-11	5.7	110	25	x	2.4	x	x
COc1ccc(NS(=O)(=O)c2cccc(N/C(=N\S(=O)(=O)c3ccccc3)c3ccc(F)cc3)c2)cc1	-0.1	7	-6	-7	6.1	90	2	-1.4	-0.7	2	15
Cc1ccc(Cl)cc1NC(=O)c1cc(NC(=O)C2CCCCC2C(=O)O)ccc1N1CCOCC1 (stereo unspecified)	-0.8	-4	-1	4	1.1	x	-8	0.8	0.9	-4	0
COCCNC(=S)N/N=C(\C)c1ccc(C)c([N+](=O)[O-])c1	-2.0	-8	-3	23	1.4	106	7	1.6	1.1	3	17
O=C(NC(=S)Nc1ccc(S(=O)(=O)NC2CCCCC2)cc1)c1cccs1	-0.3	3	-9	4	2.9	109	-18	-0.6	-1.1	7	-61
COc1ccc(-c2ocnc2C(=O)Nc2ccc(N3CCOCC3)cc2N2CCOCC2)cc1OC	1.1	-21	0	21	1.8	97	0	2.5	3.4	-9	2
Cc1ccc2c(c1)[C@H]1[C@H](CO2)[C@H](c2ccccc2)[C@]2(C)C(=O)Nc3ccc(Br)cc3C(=O)N12	2.2	-13	-7	9	4.1	100	94	2.3	0.2	2	-98
Cc1ccc(S(=O)(=O)N2CCCCC2)cc1NC(=O)COC(=O)c1cccn1C	-0.1	15	-5	-4	1.9	88	6	-3.4	2.0	4	x
C/C(Cn1nnc2ccccc21)=N\OC(=O)c1ccccc1C	2.6	-2	-12	x	2.2	120	-8	0.3	-0.8	-5	-17
CCOC(=O)C1CCCN(C(=O)c2sc3nc4n(c(=O)c3c2C)CCC4)C1 (stereo unspecified)	-0.7	11	2	7	2.8	x	2	-2.8	1.0	-1	-9
N#C/C(=N\O)c1nc2ccccc2[nH]1	-1.3	4	5	33	1.8	124	314	-0.8	3.4	-4	4
CCc1c(C)c(C#N)c2nc3ccccc3n2c1NCc1ccccn1	2.6	8	17	19	1.0	x	26	-1.6	4.3	-3	10
COc1ccc(NC(=O)c2ccc(CN(c3cc(Cl)ccc3C)S(=O)(=O)c3ccccc3)cc2)cc1OC	-2.4	13	1	1	1.6	98	-4	-2.4	-0.7	1	-7
Cc1ccc(-n2c(SCC(=O)NCc3ccco3)nc3sc(C)c(C)c3c2=O)cc1	-1.5	8	-14	5	4.0	103	13	-1.4	-3.9	4	0
CC(Sc1nc2ncc(Cl)cc2[nH]1)C(=O)Nc1ccc(C(N)=O)cc1 (stereo unspecified)	1.8	4	8	1	4.3	106	-2	-0.7	1.4	-5	x

7 entries already listed, ordered by formula weight, high to low:
SMILES	Ecoli viability	OPRM1-OPRD1 inv	PKA-R1A activ	Arr AP2 block	phage Ecoli inh	Pemphigus Ab inh	SUMO Mot1 rescue	MOR-DOR ag	AddAB inh	Tat transport	PfHsp90 yeast 2
COc1ccc(NC(=O)c2ccc(CN(c3cc(Cl)ccc3C)S(=O)(=O)c3ccccc3)cc2)cc1OC	-2.4	13	1	1	1.6	98	-4	-2.4	-0.7	1	-7
CS(=O)(=O)N(CC(=O)N1CCN(c2ccccc2F)CC1)c1cc(C(F)(F)F)ccc1Cl	-0.9	4	-4	14	x	103	8	-0.7	1.6	5	-2
Cc1ccc(S(=O)(=O)N2CCCCC2)cc1NC(=O)COC(=O)c1cccn1C	-0.1	15	-5	-4	1.9	88	6	-3.4	2.0	4	x
Cc1cc(C)cc(Oc2coc3cc(OC(=O)c4cccnc4)ccc3c2=O)c1	1.0	-118	8	-1	3.9	110	24	22*	0.5	-1	-7
O=C(N/N=C/c1cc2c(cc1Br)OCO2)c1ccccn1	-0.2	x	x	-11	5.7	110	25	x	2.4	x	x
C/C(Cn1nnc2ccccc21)=N\OC(=O)c1ccccc1C	2.6	-2	-12	x	2.2	120	-8	0.3	-0.8	-5	-17
Cc1ccc2c(c1)-c1cc(C)nn1C(c1sccc1C)N2 (stereo unspecified)	-1.7	1	5	5	2.3	98	-1	-0.2	-1.9	-5	10
